From PubChem BioAssay
AID1053144: Wnt/beta-catenin signaling activators, dose response, cell-based, iPS-derived NPC, luciferase, Wnt3a, cherry-pick (AID 1053144) | NPC TCF/LEF luciferase reporter, Wnt3a EC25, 24 h | activation, % at the top dose, mostly 26 µM; hits show AC30 in µM | 4.8% of 3,400 active;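 active = fitted curve reaches 30% activation at a concentration no higher than the top valid tested dose, luminescence rising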;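 also: wnt3a stimulus is conditioned medium from Wnt3a-transfected mouse L cells at 5% in well; 0% = neutral control wells and 100% = CHIR-99021 positive control wells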
Starred values were filed as active, the others as inactive.

SMILES	AID1053144
CC/C(=N\NC(N)=O)c1c(O)[nH]c(=O)[nH]c1=O	2.5%
C=CCN1C(=O)NC(=O)/C(=C\c2ccc(-c3ccccc3[N+](=O)[O-])o2)C1=O	5.0%

Not all compounds are listed; rates above refer to the full screens.
